Screens as filed in PubChem BioAssay.
APJ ag: activates the human apelin receptor APJ. AID 2520. activation, % at 20 µM. CHO-K1 APJ PathHunter beta-arrestin, luminescence; 0% DMSO wells, 100% apelin. actives 0.11% (n = 330,000). P35414;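 active = activation more than six SD over the plate average, tested at 20 µM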;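 also: 0% = DMSO alone and 100% = apelin-13 at 10 nM; some results filed as inactive read as strong as hits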
Target sequence (P35414 whole entry, looked up): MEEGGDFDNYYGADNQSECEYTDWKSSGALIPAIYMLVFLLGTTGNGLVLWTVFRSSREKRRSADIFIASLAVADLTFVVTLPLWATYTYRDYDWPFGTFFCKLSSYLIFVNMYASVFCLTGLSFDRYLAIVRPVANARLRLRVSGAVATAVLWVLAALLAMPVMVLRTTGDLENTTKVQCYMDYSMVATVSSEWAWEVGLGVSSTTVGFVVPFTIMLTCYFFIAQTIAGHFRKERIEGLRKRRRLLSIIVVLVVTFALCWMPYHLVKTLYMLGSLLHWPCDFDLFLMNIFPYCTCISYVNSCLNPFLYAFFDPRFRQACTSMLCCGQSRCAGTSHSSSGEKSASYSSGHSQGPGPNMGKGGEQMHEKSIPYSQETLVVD
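Material: engineered CHO-K1 APJ arrestin reporter cells; amount: 1000 CHO-K1 reporter cells seeded per well; incubation: compound stimulation 90 min at 25 °C, detection 60 min; signal: luminescent beta-gal fragment complementation, chemiluminescent substrate; read-out basis: APJ agonist activity; controls: DMSO-only wells as negative, 10 nM Apelin-13 as positive control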
NLRP3 yeast inh: blocks the NALP3 inflammasome reconstituted in yeast | Yeast reconstituted NLRP3/ASC/caspase-1, beta-gal luminescence, 24 h | inhibition, % at 10 µM | actives 0.39% (n = 330,000) | AID 2825;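 active = inhibition of 50% or more; inactive = inhibition below 50%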;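 also: plate controls were induced DMSO wells for no effect and uninduced yeast grown without galactose for full effect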
tim10-1 inh: inhibits growth of tim10-1 mutant yeast | AID 463190 | S. cerevisiae tim10-1 ts strain growth, BacTiter-Glo, 24 h | inhibition, % at 20 µM | actives 2.2% (n = 330,000);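 active = inhibition of at least 40%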;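 also: mutant grown at 25 °C; 0% = DMSO wells with yeast and 100% = wells holding no yeast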
Mdm2 MdmX PPI: inhibitors of human Mdm2/MdmX interaction; actives 3% (n = 330,000); AID 485346; SaOS-2 split-luciferase Mdm2/MdmX complementation, luminescence; inhibition, % at 8 µM;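 active = inhibition of at least 50% at 8 µM in the primary screen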
tim23-1 inh: inhibits growth of tim23-1 mutant yeast; S. cerevisiae tim23-1 growth, BacTiter-Glo luminescence, 24 h; inhibition, % at 20 µM; actives 1.3% (n = 330,000); AID 463212;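 active = growth inhibition of the mutant yeast at or above 50%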;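 also: temperature-sensitive mutant grown at 25 °C; plate controls were DMSO-treated mutant yeast for no effect and medium wells lacking yeast for full effect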
TIM10 inh: TIM10 yeast growth inhibition. inhibition, % at 10 µM. actives 1.4% (n = 330,000). S. cerevisiae TIM10 strain growth, BacTiter-Glo luminescence, 24 h. AID 463195;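 active = inhibition of 40% or more at the single tested concentration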;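 also: wild-type TIM10 isogenic control strain grown at permissive 25 °C; 0% = DMSO yeast wells and 100% = minimal medium wells without yeast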
UPR XBP1 act: adaptive UPR (XBP1) activation; activation, % at 20 µM; AID 463104; CHO-XBP1 luciferase reporter, IRE1-XBP1 UPR activation, luminescence; percent of tunicamycin response, DMSO as zero; actives 0.33% (n = 330,000);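 active = versus positive control, 20 µM dose yields 30% or more activation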;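 also: 100% = tunicamycin at 10 µg/mL and 0% = DMSO only wells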
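Assay system: IRE1-XBP1 luciferase reporter CHO line. Input: 1000 cells/well. Buffer or medium: F12 with 10% serum. Doses: 20 µM, 1% DMSO. Times: overnight seeding at 37 °C, 6 h compound treatment at 37 °C. Technique: Steady-Glo luciferase glow luminescence, 10 min after reagent addition.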
GRIN3A LBD mod: NR3A (human) ligand-binding domain modulation; NR3A LBD differential scanning fluorimetry, Tm shift; 0% = protein alone, 100% = glycine-bound protein; Tm shift relative to glycine control, % at 25 µM; actives 2.5% (n = 340,000); AID 1259313;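 active = melting temperature shift of at least 10% of the positive control shift, at one fixed dose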
UPR CHOP act: activators of apoptotic arm of unfolded protein response (CHOP); CHO-CHOP luciferase reporter, UPR activation, luminescence; percent of tunicamycin response over DMSO baseline; activation, % at 10 µM; actives 0.34% (n = 330,000); AID 449763;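 active = at 10 µM dose, activation of 40% or more, normalized to positive control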;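 also: 100% = tunicamycin at 10 µg/mL and 0% = DMSO alone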
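assay system = CHO CHOP reporter cells | amount = 500 CHO-CHOP cells per well | buffer or medium = F12 with 10% FBS | incubation = 16-18 h cell attachment, then 6 h compound exposure, 37 °C | detection = luminescence read with Steady-Glo | read-out = percent activation relative to tunicamycin control | controls = tunicamycin high control, DMSO low control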
An asterisk follows results filed as active; . = not tested or not shown.

SMILES | APJ ag | NLRP3 yeast inh | tim10-1 inh | Mdm2 MdmX PPI | tim23-1 inh | TIM10 inh | UPR XBP1 act | GRIN3A LBD mod | UPR CHOP act
CCCn1c(SCC(=O)NC2CCCC2)nnc1C(C)C | -2 | 12 | 9 | 21 | -1 | 4 | -1 | -1 | 2.7
COc1ccc(OC)c(NC(=O)Cn2c(CCC(=O)O)ccc2-c2ccc(C)cc2)c1 | -4 | 26 | 11 | 23 | 10 | 7 | 3 | -1 | 0.6
COc1ccc(S(=O)(=O)Nc2cc3c(C(C)=O)c(C)oc3c3ccccc23)cc1 | -2 | 14 | 24 | 67* | 9 | -53 | 19 | 4 | -0.4
Cc1cc(C)c(NC(=O)CN(C)S(=O)(=O)c2ccc3c(c2)n(C)c(=O)c(=O)n3C)c(C)c1 | -6 | 12 | 16 | 23 | 11 | -6 | -2 | 2 | 0.0
Cc1ccc(S(=O)(=O)N2CCOCC2)cc1C(=O)NC1CCCC(C)C1C (stereo unspecified) | 0 | 10 | -14 | -3 | 0 | 10 | -1 | 0 | -0.8
Cc1cc(N(C)N)nc(NC(=O)NS(=O)(=O)c2ccccc2Cl)n1 | -3 | 3 | 0 | -7 | -5 | 11 | -1 | . | -1.0
CC(C)(C)c1ccc(C(=O)NC(=S)N2CCOCC2)cc1 | -3 | 26 | 21 | -71 | 25 | 9 | -4 | 1 | 1.4
COc1cc(CN2CCN(c3cccc(C)c3C)CC2)cc([N+](=O)[O-])c1O | -4 | -52 | 23 | 13 | 12 | 11 | -4 | 1 | 1.6
O=C(c1ccc(Br)o1)N1CCN(C/C=C/c2ccccc2)CC1 | 5 | 32 | 27 | 11 | 28 | 4 | -3 | 0 | -1.0
Cc1[nH]nc2c1C1(CCOC1C)C(C#N)=C(N)O2 (stereo unspecified) | -5 | 13 | -3 | 16 | 8 | -6 | 0 | 0 | -0.4
O=C(CSc1nnnn1-c1ccccc1)N1N=CCC1c1ccccc1 (stereo unspecified) | -2 | 4 | 8 | -7 | 20 | 0 | -4 | 0 | -1.1
Cc1ccc(C2C(C#N)=C(N)Oc3n[nH]c(C)c32)cc1 (stereo unspecified) | 2 | 7 | 19 | 13 | 18 | 9 | 1 | 2 | -2.0
Cc1ccc(CNC(=O)CS(=O)(=O)CC(=O)O)cc1 | -25 | 5 | 6 | 11 | 16 | 1 | 0 | 0 | -1.3
Cc1nn(-c2ccccc2)c2sc(C(=O)c3c(N)n(C)c(=O)n(C)c3=O)cc12 | 1 | 12 | 11 | -18 | 11 | -10 | 4 | -2 | 7.3
CCOc1ccccc1OCCC(=O)OCC(=O)Nc1c(C)nn(-c2ccccc2)c1C | 8 | 9 | 24 | 2 | 28 | 22 | -4 | 2 | 2.5
Cc1ccc(NC(=O)Cn2c(O)c(N=NC(N)=S)c3ccccc32)cc1 | 0 | 14 | -37 | 51* | -18 | -13 | 60* | -2 | 17
COCCNC(=O)CN(C(=O)c1ccc(N2CCCC2)nc1)c1ccc(Cl)cc1 | -3 | 16 | 20 | -21 | 12 | 6 | -3 | -2 | -0.8
N#Cc1ccccc1NC(=O)CN1CCOCC1 | 0 | -10 | 7 | 22 | -6 | -1 | -2 | 1 | -2.5
CCc1cc(=O)oc2cc(C)cc(OC(C)C(=O)NCc3ccccn3)c12 (stereo unspecified) | -2 | 11 | -3 | -7 | -6 | 12 | -2 | -1 | 1.7
Cc1ccc(NC(=O)CSc2nc(N)cc(=O)[nH]2)cc1Cl | 0 | 11 | 0 | 10 | 6 | 0 | 0 | -2 | -1.4
CCC(c1nnc(SCC(=O)Nc2ccc(C(=O)Nc3ccccc3OC)cc2)o1)N(C)C (stereo unspecified) | -2 | 6 | -4 | -2 | -17 | -1 | 1 | -1 | 1.1
CCN(CC)C(=O)c1ccc(-c2nnc(Nc3ccc(C(=O)NC)cc3)c3ccccc23)cc1 | 6 | 12 | -1 | 16 | -5 | -2 | -5 | -1 | -1.2
Cc1nc2c(c3c1[nH]c1ccccc13)C(=O)CC(C)(C)C2 | -3 | 13 | 27 | 22 | 37 | 11 | 7 | -3 | 1.8
CCCN(CC(=O)Nc1cc(C)on1)S(=O)(=O)c1cccc(C(F)(F)F)c1 | -3 | 7 | 13 | 5 | 10 | 3 | -1 | 1 | -0.6
CCN(CC)S(=O)(=O)c1ccc2oc(C(=O)O)c(C)c2c1 | -1 | 10 | 5 | 9 | -1 | 1 | -1 | 13* | -0.1

Ordered by molar mass (falling): some entries from above
SMILES | APJ ag | NLRP3 yeast inh | tim10-1 inh | Mdm2 MdmX PPI | tim23-1 inh | TIM10 inh | UPR XBP1 act | GRIN3A LBD mod | UPR CHOP act
CCC(c1nnc(SCC(=O)Nc2ccc(C(=O)Nc3ccccc3OC)cc2)o1)N(C)C (stereo unspecified) | -2 | 6 | -4 | -2 | -17 | -1 | 1 | -1 | 1.1
Cc1cc(C)c(NC(=O)CN(C)S(=O)(=O)c2ccc3c(c2)n(C)c(=O)c(=O)n3C)c(C)c1 | -6 | 12 | 16 | 23 | 11 | -6 | -2 | 2 | 0.0
CCOc1ccccc1OCCC(=O)OCC(=O)Nc1c(C)nn(-c2ccccc2)c1C | 8 | 9 | 24 | 2 | 28 | 22 | -4 | 2 | 2.5
COc1ccc(OC)c(NC(=O)Cn2c(CCC(=O)O)ccc2-c2ccc(C)cc2)c1 | -4 | 26 | 11 | 23 | 10 | 7 | 3 | -1 | 0.6
COc1ccc(S(=O)(=O)Nc2cc3c(C(C)=O)c(C)oc3c3ccccc23)cc1 | -2 | 14 | 24 | 67* | 9 | -53 | 19 | 4 | -0.4
Cc1ccc(S(=O)(=O)N2CCOCC2)cc1C(=O)NC1CCCC(C)C1C (stereo unspecified) | 0 | 10 | -14 | -3 | 0 | 10 | -1 | 0 | -0.8
Cc1cc(N(C)N)nc(NC(=O)NS(=O)(=O)c2ccccc2Cl)n1 | -3 | 3 | 0 | -7 | -5 | 11 | -1 | . | -1.0
CCc1cc(=O)oc2cc(C)cc(OC(C)C(=O)NCc3ccccn3)c12 (stereo unspecified) | -2 | 11 | -3 | -7 | -6 | 12 | -2 | -1 | 1.7
O=C(CSc1nnnn1-c1ccccc1)N1N=CCC1c1ccccc1 (stereo unspecified) | -2 | 4 | 8 | -7 | 20 | 0 | -4 | 0 | -1.1
CCN(CC)S(=O)(=O)c1ccc2oc(C(=O)O)c(C)c2c1 | -1 | 10 | 5 | 9 | -1 | 1 | -1 | 13* | -0.1
Cc1nc2c(c3c1[nH]c1ccccc13)C(=O)CC(C)(C)C2 | -3 | 13 | 27 | 22 | 37 | 11 | 7 | -3 | 1.8
Cc1ccc(C2C(C#N)=C(N)Oc3n[nH]c(C)c32)cc1 (stereo unspecified) | 2 | 7 | 19 | 13 | 18 | 9 | 1 | 2 | -2.0
Cc1[nH]nc2c1C1(CCOC1C)C(C#N)=C(N)O2 (stereo unspecified) | -5 | 13 | -3 | 16 | 8 | -6 | 0 | 0 | -0.4

(list continues)
SMILES | APJ ag | NLRP3 yeast inh | tim10-1 inh | Mdm2 MdmX PPI | tim23-1 inh | TIM10 inh | UPR XBP1 act | GRIN3A LBD mod | UPR CHOP act
CN(c1ccccc1)S(=O)(=O)c1ccc2[nH]c(=O)oc2c1 | -3 | 24 | -9 | 13 | 12 | -11 | 1 | -1 | 2.4
COc1ccc([N+](=O)[O-])cc1N/C(=N/S(=O)(=O)c1ccccc1)c1ccccc1 | 0 | 11 | 37 | 11 | 32 | 19 | -4 | 3 | -1.2
O=C(CN1CCN(S(=O)(=O)c2ccccc2)CC1)Nc1ccccc1C(=O)NC1CC1 | -3 | 17 | -8 | 19 | 0 | 4 | 0 | 3 | -2.5
OC[C@H]1OC(Nc2ccc(N=Nc3ccccc3)cc2)[C@@H](O)[C@@H](O)[C@@H]1O (stereo partly specified) | -5 | 22 | 0 | -29 | 20 | 15 | 1 | -1 | 4.1
CN(Cc1nc(-c2ccccn2)no1)S(=O)(=O)c1ccccc1 | 1 | 16 | -10 | 16 | -3 | -12 | 0 | 0 | 0.5
Cc1ccc(C(=O)N/C(=C/c2ccco2)C(=O)NCCCn2ccnc2)cc1 | -2 | 3 | 0 | 0 | -1 | -17 | -2 | -16 | 1.7
NC(=O)[C@@H]1CC2(CC(c3cccc(NC(=O)CC(c4ccccc4)c4ccccc4)c3)=NO2)CN1C(=O)COc1ccc(Cl)cc1 (stereo partly specified) | 2 | -8 | 2 | 73* | 22 | 8 | -5 | 9 | 9.4
O=C(C[C@H]1C/C=C\C[C@H](Cc2ccc(F)cc2)C(=O)OCCNC1=O)NCCO | -3 | 7 | -11 | 5 | -14 | 2 | -2 | -1 | 1.0
COc1cc(/C=C2/C(=N)N3C(=NC2=O)SN=C3S(C)(=O)=O)ccc1OC(=O)c1ccco1 | -2 | 11 | 29 | 6 | -2 | 9 | -6 | 0 | -0.4
COc1ccc(CNC(=O)c2ccc(NC(=O)CC3SC(N4CCCC4)=NC3=O)cc2)cc1 (stereo unspecified) | 1 | 13 | 15 | 3 | 8 | 6 | 0 | 3 | 0.2
CNC(=O)c1oc(-c2ccccc2)nc1C | -3 | 19 | -4 | 0 | -3 | 4 | -5 | 2 | 1.8
Cc1onc(-c2ccccc2Cl)c1C(=O)NC(=S)NCc1cccnc1 | -3 | 16 | 31 | 14 | 22 | 2 | -1 | -1 | -2.2
CSc1nc2c(c(=O)n1C)SC(C)C2 (stereo unspecified) | 1 | 14 | 3 | 16 | 8 | -4 | 4 | -2 | 0.0
O=C1c2ccccc2-c2cccc(NS(=O)(=O)c3ccc(C(F)(F)F)cc3)c21 | -3 | 7 | 21 | 47 | 14 | 6 | -1 | 2 | -0.6
COCOc1ccc(/C=C/C(=O)c2c(OCOC)cc(OCOC)c(CC=C(C)C)c2O)cc1OCOC | -3 | 1 | 7 | 32 | -3 | -1 | -1 | -6 | -1.4
Cc1ccc(OCC(=O)Nc2ccccc2C(=O)N2CCCC2)cc1 | 0 | 7 | 15 | 8 | 9 | -8 | -2 | -1 | 3.6
CC1(C)Cc2nc3[nH]c(=S)n(-c4ccccc4)c(=O)c3cc2CO1 | -5 | -8 | 14 | 47 | 10 | -4 | -1 | 0 | -0.3
CCOc1cc(/C=C2/C(=N)N3OC(C)=CC3=NC2=O)ccc1OC | 0 | -5 | 4 | -9 | 8 | 2 | 0 | -3 | -0.7
COc1ccc(C)cc1NC(=O)Nc1ccccc1 | 0 | 38 | 29 | 14 | 25 | 21 | -1 | -25 | 1.4
CC1=C(C(=O)OCc2ccccc2)C(c2ccccc2[N+](=O)[O-])NC(=O)N1C (stereo unspecified) | -1 | 9 | 11 | 3 | 8 | 0 | -1 | -2 | 0.9
COCCNCc1ccc(Cl)cc1Cl | -3 | 3 | 11 | 15 | -13 | 3 | 1 | -2 | -0.2
Cc1cccc(C)c1NC(=O)c1sccc1SCc1cccc(C(F)(F)F)c1 | -4 | 5 | 35 | 19 | 11 | 4 | -1 | 0 | -2.0
